Source: PubChem BioAssay (several laboratories)
dFosB activator – mouse delta FosB homodimer activation. P13346. purified delta FosB, TAMRA-CDK5 oligo fluorescence polarization; percent of positive-control signal above neutral wells. activation, % at 25 µM. 340,000 compounds, 0.99% hits. AID 493131;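 active = mean activation above about 17%, with every replicate also reaching it, limit read from the data, passing the limit was not always enough; inconclusive = only one of the two conditions met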;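 also: fluorescence polarization rise as delta FosB binds a TAMRA Cdk5 AP-1 oligo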
Target sequence (P13346 whole entry, looked up): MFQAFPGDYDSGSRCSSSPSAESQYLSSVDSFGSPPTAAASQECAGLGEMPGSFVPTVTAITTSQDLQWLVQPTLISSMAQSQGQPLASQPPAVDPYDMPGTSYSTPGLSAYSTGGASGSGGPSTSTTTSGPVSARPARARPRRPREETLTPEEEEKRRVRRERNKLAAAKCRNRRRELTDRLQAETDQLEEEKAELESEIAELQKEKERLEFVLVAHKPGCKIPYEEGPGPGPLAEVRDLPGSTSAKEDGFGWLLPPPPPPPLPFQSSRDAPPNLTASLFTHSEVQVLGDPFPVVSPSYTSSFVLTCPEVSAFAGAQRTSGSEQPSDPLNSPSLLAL
V-ATPase pHluor – yeast V-ATPase proton transport regulation by pHLuorin. S. cerevisiae, pHLuorin cytosolic pH fluorescence. response, % at 10 µM. 350,000 compounds, 0.37% hits. AID 504577; in the data active = response mostly above about 7.3%, no sharp cut-off; inactive = mostly below about 5.4%; also: actives read high; inactives centre near 0; some compounds called inactive have numbers as strong as hits; reference of the scale not given here
cardiac RTF act – increases calcium sensitivity of human cardiac regulated thin filaments | P19429+P45379 | IANBD-labeled TnC RTF fluorescence at EC20 calcium; 0% EC20 calcium, 100% full calcium | activation, % at 7.2 µM | 340,000 compounds, 0.24% hits | AID 493008;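 active = activation above the mean over all tested compounds plus 3 SD, cut at about 30% in these data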;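 also: rise in fluorescence read as greater calcium sensitivity of cardiac thin filaments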
CAL PDZ FP-1 – CAL PDZ (human) peptide binding inhibition. Q9HD26. purified CAL PDZ, TMR-peptide fluorescence polarization, 1 h. inhibition, % at 24.9 µM. 300,000 compounds, 0.92% hits. AID 602252;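 active = mean inhibition of at least 30% with at least half of replicates also reaching 30%; inconclusive = no clear call, values can overlap the other calls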;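 also: 0% = DMSO neutral control and 100% = excess unlabeled competitor peptide PRC23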
CDK5 inh – inhibitors of human CDK5/p35 kinase | Q00535+Q15078 | Recombinant CDK5/p35, ADP-Glo luminescence, 60 min | inhibition, % at 10 µM | 330,000 compounds, 0.01% hits;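 active = highest replicate inhibition of at least 50% and at least 75% of replicates reaching 50%; inconclusive = only one of the two criteria met; inactive = both criteria failed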;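 also: plate controls were DMSO neutral control for no effect and GW8510 at 10 µM for full effect; many of its hits are not listed in these tables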
Wnt act – activates Wnt/beta-catenin signaling in a reporter cell assay. activator, plate reader. activation, % at 9.35 µM. 300,000 compounds, 1.2% hits; in the data active = activation above about 30%, passing the limit was not always enough; inconclusive = no clear call, values can overlap the other calls;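 also: 0% = neutral control wells and 100% = positive control wells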
CAL PDZ FP-2 – blocks peptide binding to human CAL PDZ domain. Q9HD26. purified CAL PDZ, TMR-peptide fluorescence polarization, 1 h. inhibition, % at 20 µM. 330,000 compounds, 0.02% hits. AID 504414;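 active = highest replicate inhibition of at least 40%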;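 also: plate controls were DMSO neutral control wells for no effect and unlabeled competitor peptide control wells for full effect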
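System: purified tagged CAL PDZ domain construct (CerCALP). Schedule: 1 h incubation at room temperature before polarization reading. Medium: 25 mM sodium phosphate pH 7.4, 150 mM NaCl, TCEP, IgG, Thesit. Read-out: percent inhibition from loss of millipolarization. Measured by: FP readout, S and P plane fluorescence. Probe or stimulus: fluorescent TMR peptide probe.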
MITF TRPM1 HTS – MITF TRPM1 promoter activation in melanoma cells; SK-MEL-5 TRPM1-promoter luciferase, 24 h; % of positive control, neutral wells = 0; 300,000 compounds, 0.75% hits; activation, % at 12.5 µM;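 active = mean activation of at least 80% with every replicate also reaching 80%; inconclusive = mean reaches 80% but some replicate falls short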;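 also: 0% = neutral control wells and 100% = parthenolide positive control wells; values of inactives mirror those of a sister screen read the other way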
Rtt109 Vps75 – C. albicans Rtt109 histone acetyltransferase inhibition. Q5AAJ8. purified Rtt109/Vps75, ThioGlo CoA-SH fluorescence, 4 h. inhibition, % at 34.9 µM. 330,000 compounds, 0.16% hits;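 active = inhibition of at least 50% in every replicate; inconclusive = best replicate reaches 50% inhibition but some replicates fall short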
Target sequence (Q5AAJ8 whole entry, looked up): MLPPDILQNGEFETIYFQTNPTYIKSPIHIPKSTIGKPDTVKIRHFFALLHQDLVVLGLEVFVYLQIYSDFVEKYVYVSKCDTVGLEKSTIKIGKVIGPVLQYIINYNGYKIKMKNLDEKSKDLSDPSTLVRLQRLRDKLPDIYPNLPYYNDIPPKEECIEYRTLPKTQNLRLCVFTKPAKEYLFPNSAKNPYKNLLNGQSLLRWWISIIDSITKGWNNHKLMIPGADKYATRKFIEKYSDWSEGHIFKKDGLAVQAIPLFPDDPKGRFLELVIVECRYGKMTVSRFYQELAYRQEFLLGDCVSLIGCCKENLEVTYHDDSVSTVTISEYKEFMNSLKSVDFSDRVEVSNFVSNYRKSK
Tat export inh – E. coli Tat transport inhibition; 340,000 compounds, 0.036% hits; inhibition, % at 10 µM; E. coli MC4100 TorA-mCherry Tat export, fluorescence;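 active = mean replicate inhibition at least 50% and at least half of replicates individually reaching 50%; inconclusive = only one of the two criteria met; inactive = neither criterion met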;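 also: exported cargo escapes ClpAP degradation while cytoplasmic cargo is degraded and loses fluorescence; 0% = median of neutral control wells and 100% = median of NaSCN control wells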
The depositor's hits bear a star; ? = inconclusive; nt = not tested or not shown.

SMILES	dFosB activator	V-ATPase pHluor	cardiac RTF act	CAL PDZ FP-1	CDK5 inh	Wnt act	CAL PDZ FP-2	MITF TRPM1 HTS	Rtt109 Vps75	Tat export inh
CSCCC(=O)N1CCCC(CO)(CCCc2ccccc2)C1 (stereo unspecified)	3	2	0	-6	-0.8	0	-0.8	nt	12	-2
COc1cccc(/C=N/NC(=O)c2cccc3ccccc23)c1OC	-6	-3	-8	11	-0.5	-3	-0.5	-7	-2	-3
COc1ccc(CCn2c(=N)c(C(=O)NCC3CCCO3)cc3c(=O)n4cccc(C)c4nc32)cc1OC (stereo unspecified)	12	0	-1	-7	-0.5	-3	-1.3	-10	-4	-2
Cc1c(O)c2c(=O)n(-c3ccccc3)c(-c3ccccc3)cc2oc1=O	2	-2	-2	nt	-0.8	-2	-0.2	-1	17	-4
O=C(NCc1nc2ccccc2[nH]1)C1=C[C@@H](c2ccccc2)C[C@@H](OCc2ccc(CO)cc2)O1	2	2	-5	-2	-0.3	2	-0.6	-12	7	6
COc1ccc(CN(CC2CCCO2)S(=O)(=O)c2ccc(-n3cnnn3)c(OC)c2)cc1 (stereo unspecified)	0	19	0	0	0.3	0	nt	-6	-5	-2
Cc1noc(C)c1S(=O)(=O)N(C)C[C@H]1Oc2c(cccc2N(C)C)C(=O)N([C@H](C)CO)C[C@@H]1C	-4	1	-3	-1	0.7	-3	0.9	12	3	-3
COc1ccc(C2NC(=O)NC(O)(C(F)(F)F)C2C(=O)c2ccc(F)cc2)cc1 (stereo unspecified)	-5	4	-3	1	-0.7	nt	-1.7	-7	6	-3
CCN1CCN(c2c(Cl)cccc2NC(=O)c2ccc([N+](=O)[O-])cc2)CC1	-5	-1	2	nt	-1.2	-5	-0.3	-7	-5	14
CCOC(=O)C1CCN(CC(=O)Nc2cc(S(=O)(=O)N3CCCCC3)ccc2Cl)CC1	-12	-7	-5	-7	-0.2	-6	-1.4	-17	13	2
CN(CCNC(=O)CN1C(=O)CSc2ccc(S(=O)(=O)N3CCCC3)cc21)Cc1ccccc1	-6	1	-2	-3	-0.1	-1	-2.4	1	4	-4
Cn1c(CNc2cccc(C(F)(F)F)c2)n[nH]c1=S	-7	-2	1	-3	1.8	-2	0.0	-3	-1	-4
O=C(NCCCN1CCN(c2ccc(F)cc2)CC1)c1cccc(N2CCCC2=O)c1	6	-1	-3	-1	-0.2	nt	-0.5	19	11	-2
CCOCCCn1c(SCC(=O)NC(C)C)nc2ccccc2c1=O	-9	0	-3	-5	-2.5	nt	-1.3	1	0	6
c1coc(-c2ccnc3ncnn23)c1	0	-4	-5	4	0.6	1	-0.2	1	-4	-2
O=C1NC(=Nc2ccccc2)CS1	3	-2	1	-6	-0.3	0	-0.6	2	5	-1
C=CCN1CCc2c(cc(O)c(O)c2Br)[C@@H](c2ccccc2)C1	-3	-5	5	-1	-2.1	-5	0.3	-4	3	-5
CC(C)CCNS(=O)(=O)c1ccc(-c2ccc(S(=O)(=O)NCCC(C)C)cc2)cc1	-11	-1	0	-1	1.4	-2	-1.4	-10	-2	0
O=C(COc1cc(Cl)ccc1Cl)Nc1ccc2[nH]c(=O)[nH]c2c1	?	0	-6	-3	-0.6	14	-2.7	-1	-5	-9
Cc1cc2c(s1)c1cnn(-c3ccccc3)c(=O)c1n2C	-3	-3	0	0	2.2	4	-0.9	4	14	-3
Nc1c(C(=O)N2CCCCC2)sc(=S)n1-c1ccccc1	3	-1	-5	-4	0.2	nt	-0.4	0	6	-1
Cc1cccc(C)c1OCCNC(=O)C(=O)NCc1ccco1	-3	3	0	-5	0.1	-2	-2.8	-21	14	-8
CN1CCN(S(=O)(=O)c2cccc(C(=O)Oc3ccc(Br)cc3F)c2)CC1	-1	-3	-4	-1	0.7	26	-1.8	-4	-8	1
CCCC1=C(C(=O)OCC)C(c2ccc(N(C)C)cc2)n2ncnc2N1 (stereo unspecified)	-5	-2	1	-5	1.5	1	-0.3	nt	-2	3
COc1cccc(C(=O)Nc2nc3ccccc3[nH]2)c1	-9	3	7	-1	-0.1	nt	-2.5	-24	-42	-2
Cc1cc2c(c(=O)n1CCN(C)C)C(c1ccc(Cl)cc1)C(C#N)=C(N)O2 (stereo unspecified)	-11	2	2	-1	0.8	nt	-2.4	3	-7	8
CC(=O)Nc1ccc(-n2cnnn2)cc1	-2	1	-1	2	0.5	-2	-1.3	19	16	-2
COC(=O)c1cc(NC(=O)c2ccc(C)cc2)c(=O)oc1C	1	2	2	0	-2.1	2	-0.8	9	-6	11
CN(CC(=O)NCC(c1ccccc1)N1CCCC1)S(=O)(=O)c1ccc(Cl)cc1 (stereo unspecified)	-1	-4	1	-2	-0.7	-4	0.3	17	-1	8
CCC1CN(C(=O)N2CCC(C(=O)Nc3ccccc3OC)CC2)c2ccccc2O1 (stereo unspecified)	-10	-2	0	5	1.7	-1	0.0	-2	1	-3
O=C(Cc1ccc(-n2c(=S)[nH]c3ccccc3c2=O)cc1)N1CCN(c2ccccc2)CC1	-1	2	0	nt	-13	nt	-0.4	12	4	11
Cc1ccc(S(=O)(=O)N2CCN(C(=O)c3ccccc3-c3nc4ccccc4s3)CC2)c(C)c1	2	-1	-10	0	1.0	0	-2.1	-11	-1	3
Cc1ccc(NC(=O)ON=C2CCCC2)cc1	-1	1	9	0	1.4	19	-1.5	97*	4	0
COc1ccccc1OCCC(=O)OCC(=O)Nc1ccc(Br)cc1	0	2	2	1	-1.6	1	-0.7	8	-10	-4
Cc1ccc(CNC(=O)C2CC(c3cccc([N+](=O)[O-])c3)=NO2)o1 (stereo unspecified)	3	2	5	0	1.9	26	-0.6	56	-6	-4
CCOc1ccc(Nc2nc3cc(S(=O)(=O)N(CC)CC)ccc3o2)cc1	5	1	6	0	-0.4	nt	-0.3	11	3	2
COc1cccc(-c2nn(-c3ccc(C)cc3)cc2C(=O)N2CCN(C3CCS(=O)(=O)C3)CC2)c1 (stereo unspecified)	-3	-1	-5	-6	-0.4	2	-2.6	11	7	10
CCOCc1c(C(=O)N2CCN(Cc3ccc(Br)s3)CC2)oc2ccccc12	-16	-3	-2	nt	-1.8	1	-0.1	-23	18	4
O=C(NN=Cc1cccc([N+](=O)[O-])c1)c1cccc2ccccc12	-2	-3	-3	-6	-1.0	4	-0.1	-1	4	-1
O=C(NCCOc1ccccc1Cl)c1cccc2c1C(=O)c1ccc(Cl)cc1S2(=O)=O	5	0	-4	-3	0.7	-6	-0.5	-15	-4	-11
CC(=O)c1cc2c(cc1NS(=O)(=O)c1ccccc1Br)OCO2	0	2	-1	-3	-0.5	-12	-3.4	-2	1	-6
COc1ccccc1C(=O)NNC(=O)c1cccc([N+](=O)[O-])c1	4	-2	-1	-6	-0.7	0	-0.1	-5	-6	-2
COc1cc(NC(=O)c2cccnc2)ccc1NC(=O)c1ccccc1Cl	-6	1	1	nt	-0.4	1	-1.3	9	10	0
CC1(O)CC(=O)N(c2ccccc2)O1 (stereo unspecified)	-2	-1	-2	3	3.1	nt	-0.5	nt	-3	2
CCOC(=O)c1c(NC(=S)Nc2cccnc2)sc(C)c1C	-9	0	0	-4	0.6	0	-1.0	-9	-6	4
CCOc1cc(C(=O)CCC(=O)OCC(=O)Nc2ccc(F)cc2)ccc1O	-8	6	-2	-13	-0.2	-1	-0.6	-3	-3	-6
C[C@@H]1CC=C[C@H]2[C@H]1C(=O)N(Cc1ccccc1)[C@H]2c1ccc2ccccc2c1/C=C/c1ccccc1	3	-5	-9	0	-0.7	0	-0.8	5	7	5
Cn1c(=O)c2c(nc(NCC3CCCO3)n2Cc2ccccc2)n(C)c1=O (stereo unspecified)	1	5	4	-2	2.8	nt	0.1	11	3	-8
CC(C)Cc1nnc(NC(=O)CCC(=O)N2CCC(C)CC2)s1	-4	5	-4	5	0.4	-1	-1.2	-1	-1	-2
O=C(O)/C=C\C(=O)NCc1cccnc1	7	-1	4	-2	0.5	-1	-0.1	-3	-6	-4
O=C(NCC1CC1)c1cc(-c2ccccc2)nn1CC1CC(c2cccnc2)=NO1 (stereo unspecified)	-8	-2	1	-5	4.1	-3	-1.0	9	-7	3
Cc1ccc2c(c1)N(CC(=O)N1CCCCC1c1cccnc1)C(=O)CO2 (stereo unspecified)	-3	-2	8	23	-1.2	nt	-2.3	10	-1	22
COc1ccc(NC(=O)c2ccco2)cc1NC(=O)c1ccccc1	-1	4	3	11	0.3	0	-5.7	8	1	-1
CCOC(=O)c1c(C)[nH]c(C(=O)CSc2nnc(-c3ccncc3)n2CC)c1C	-13	2	7	-5	0.8	0	-2.4	10	16	0
CC(C)COc1ccc(-c2cc(C(=O)NN)[nH]n2)cc1	-2	1	2	-3	1.2	nt	-2.5	10	nt	-5
COCCn1ccc2c(OCC(=O)NCCc3ccc(OC)c(OC)c3)cccc2c1=O	-4	-3	2	0	-1.0	-6	-0.2	0	0	-4
COc1cccc(C(=O)Nc2cccc(SC)c2)c1	-1	-1	1	2	0.3	5	-3.9	80*	1	-2
COc1cccc(N2CCN(c3nc(-c4ccccc4C)cc(=O)[nH]3)CC2)c1	3	2	2	-5	8.8	-1	-1.0	nt	6	7
O=C(Cn1c(=O)oc2cc(S(=O)(=O)N3CCc4ccccc43)ccc21)NC1CCCC1	-14	-7	4	nt	-1.6	-1	-0.1	-3	4	-1
COc1ccc2cc(C3=CCCCC3)ncc2c1	1	-1	11	-5	-0.6	42*	-2.0	31	3	9

(cont.)
SMILES	dFosB activator	V-ATPase pHluor	cardiac RTF act	CAL PDZ FP-1	CDK5 inh	Wnt act	CAL PDZ FP-2	MITF TRPM1 HTS	Rtt109 Vps75	Tat export inh
CC(=O)Nc1ccc2nc(N)sc2c1	6	-2	3	5	-1.7	nt	-0.3	19	0	-7
COc1cccc(CNC(=O)Cn2cc([N+](=O)[O-])cn2)c1	7	0	4	0	1.0	0	0.2	nt	5	-10
Cc1ccc(S(=O)(=O)N2CCN(C(=O)COC(=O)COc3ccc(Cl)c(C)c3)CC2)c(C)c1	2	-3	0	-2	0.5	-2	-0.2	-7	15	4
O=C(CSc1ncccc1C(=O)O)c1ccc2ccccc2c1	-6	4	10	nt	0.5	nt	-2.3	16	9	-8
NC(=O)C1CCN(C(=O)CNC(=O)c2ccc(Br)o2)CC1	5	8	1	nt	-1.1	0	0.9	-10	-3	2
CN(C)S(=O)(=O)c1ccc(C(=O)NCc2nnc(SCC(=O)N3CCCCCC3)o2)cc1	-11	0	1	8	-0.3	1	-1.6	-4	-1	0
CSC1=NC(C)(C)CC2(C)Nc3ccccc3N12 (stereo unspecified)	1	2	-3	0	1.0	-1	-2.7	-17	33	3
COc1ccc(S(=O)(=O)n2cccc2)cc1OC	0	-3	-3	-1	0.6	0	-3.4	4	2	2
CCN(CC)C(=O)[C@H]1C[C@H](CC(=O)NCCCN(C)C)C(=O)N2CCc3c([nH]c4ccc(Cl)cc34)[C@]12C	-1	-1	-3	6	0.6	-2	1.7	15	2	-5
